Compound activity: PubChem BioAssay, several laboratories
LYP inhibition – PTPN22 lymphoid phosphatase activity blockers – biochemical, fluorescence intensity, uHTS (AID 1779). recombinant LYP phosphatase, fluorescence intensity; higher % means a stronger effect. 290,000 compounds, 0.054% hits. inhibition, % at 11.5 µM, or IC50 in µM where a hit was titrated;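 further: plate controls were vehicle with enzyme for no effect and no enzyme for full effect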
P. falciparum M17LAP – P. falciparum M17LAP inhibitors, primary screen, biochemical, fluorogenic H-Leu-NHMec substrate, 1536-well (AID 1619); recombinant M17LAP, H-Leu-NHMec fluorogenic kinetic assay; higher % means a stronger effect; inhibition, % at 30 µM, or IC50 in µM where a hit was titrated; 220,000 compounds, 0.38% hits;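 active means compound inhibiting the enzyme by more than half at any dose during confirmatory dose-response retesting; inconclusive means strong single-dose inhibitors picked by rank but not retested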;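 further: plate controls were full reaction with DMSO carrier for no effect and no enzyme background for full effect; strong numbers were not always called active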
XIAP displacement – small molecules displacing peptide from XIAP – biochemical, IAP family, fluorescence polarization (AID 1018) | XIAP BIR domain, fluorescence polarization peptide displacement; higher % means a stronger effect | displacement, % at 20 µM; hits with a dose series show IC50 in µM | 200,000 compounds, 0.007% hits; in the data active means displacement above about 50%; further: a part of the inactive calls stands beside numbers as strong as those of hits
ER stress rescue – rescue of cells from ER stress-induced death, primary screen, 384-well, CSM14.1, thapsigargin, ATP luminescence (AID 1222). CSM14.1 thapsigargin-induced death rescue, ATP luminescence; higher % means a stronger effect. cellular ATP content (survival), % at 20 µM, or EC50 in µM where a hit was titrated. 190,000 tested, under 10 active;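 active means EC50 below 50 µM in the dose-response confirmation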;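 further: death triggered by thapsigargin at about 15 µM added after 2 h compound pretreatment; cell ATP read after overnight thapsigargin exposure of roughly 18 to 22 hours; normalized against plate controls of thapsigargin alone and 5% DMSO vehicle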
Lipid droplet – modulators of hepatic lipid droplet formation; inhibition, % at 6.5 µM; 240,000 compounds, 0.4% hits; AML12 mouse hepatocytes, oleate lipid droplets, BODIPY imaging;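 active means lipid droplet intensity inhibited by at least 50%, with more than 500 cells counted; inconclusive means wells with under 300 cells, treated as cytotoxic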
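Assay system: AML12 mouse liver cells | Compound dosing: One dose, 6.5 µM compound | Read-out basis: Droplet intensity reduction, % inhibition | Measured by: Fluorescence imaging, 20x objective, two fields per well | Schedule: Overnight treatment with compound plus oleate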
AID2073 – inhibitors of Mint1-CaV2.2 protein interaction, biochemical, HTRF (AID 2073); inhibition, % at 20 µM, or IC50 in µM where a hit was titrated; HTRF protein-protein interaction, Mint1-CaV2.2; higher % means a stronger effect; 290,000 compounds, 0.19% hits; in the data active means inhibition mostly above about 51%, no sharp cut-off; inconclusive means no clear call, values can overlap the other calls; inactive means mostly below about 53%; further: some results filed as inactive read as strong as hits
HEK293 NOD2/NF-kB – inhibition of NOD2-driven NF-kB reporter – cell-based, luminescence, uHTS, HEK293 (AID 1566); HEK293 NOD2/NF-kB luciferase reporter, luminescence; higher % means a stronger effect; inhibition, % at 4 µM, or EC50 in µM where a hit was titrated; 290,000 compounds, 0.63% hits; further: many of its hits are not listed in these tables
Siah-1 displacement – Siah-1 peptide-binding antagonists, primary screen, biochemical, fluorescence polarization, rhodamine-plectin, uHTS (AID 1817). Siah-1 / rhodamine-plectin peptide fluorescence polarization; higher % means a stronger effect. displacement, % at 20 µM; hits with a dose series show IC50 in µM. 290,000 compounds, 0.02% hits;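 active means displacement of at least 50% at 20 µM, with a fluorescence ratio check between 0.3 and a set limit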;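 further: plate controls were Siah plus tracer with DMSO for no effect and tracer alone without Siah for full effect; strong numbers were not always called active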
M1AAP inhibition – malaria alanyl aminopeptidase activity blockers – biochemical, fluorogenic H-Leu-NHMec substrate, 1536-well (AID 1445); 220,000 compounds, 0.42% hits; recombinant M1AAP, H-Leu-NHMec fluorogenic kinetic assay; higher % means a stronger effect; one-dose inhibition, % at 30 µM; IC50 in µM for titrated hits;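 active means primary inhibition above the hit cutoff, then over 50% inhibition at one or more dose response concentrations, cut at about 23% in these data, passing the limit was not always enough; inconclusive means conflicting primary data, or primary hits not chosen for dose response; inactive means low primary inhibition, or under 50% at every dose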;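 further: plate controls were DMSO full reaction for no effect and no enzyme background for full effect; strong numbers were not always called active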
Lipid droplet cells 6.5 µM – recorded beside Lipid droplet, whose call it bears; cell count; measured here: cell count, cytotoxicity flag;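 cells counted across two imaged fields per well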
The depositor's hits bear a star. Unless noted, no stated cut-off is given here; in the data, active means inhibition above about 50%; inactive means the rest. The list is partial; the hit share may differ from the screen's.

How did Cc1cccc(NC(=O)c2nnn(-c3cccc(C(F)(F)F)c3)c2N)c1 do in these assays?
LYP inhibition: -12%; P. falciparum M17LAP: 13%; XIAP displacement: -3.6%; ER stress rescue: -1.0%; Lipid droplet: -2; AID2073: 8%; HEK293 NOD2/NF-kB: -1%; Siah-1 displacement: -2%; M1AAP inhibition: -4%; Lipid droplet cells 6.5 µM: 767

What do the screens show for `Cc1ccc(-n2ncc(C#N)c2/N=C/N(C)C)cc1`?
LYP inhibition: -11%; P. falciparum M17LAP: -8%; XIAP displacement: -3.4%; ER stress rescue: 5.3%; Lipid droplet: 0; AID2073: -5%; HEK293 NOD2/NF-kB: 16%; Siah-1 displacement: -3%; M1AAP inhibition: 4%; Lipid droplet cells 6.5 µM: 740

Results for COc1cccc(-c2cc(C(F)(F)F)nc(-n3cc(C)cn3)n2)c1 ?
LYP inhibition: -1%; P. falciparum M17LAP: 3%; XIAP displacement: -17%; ER stress rescue: -0.5%; Lipid droplet: 5; AID2073: -6%; HEK293 NOD2/NF-kB: 11%; Siah-1 displacement: -5%; M1AAP inhibition: 3%; Lipid droplet cells 6.5 µM: 672

How did COc1ccccc1N1CCN(CC(=O)c2c(N)n(C)c(=O)n(C)c2=O)CC1 do in these assays?
LYP inhibition: -4%; P. falciparum M17LAP: -1%; XIAP displacement: -5.3%; ER stress rescue: -0.9%; Lipid droplet: 6; AID2073: 18%; HEK293 NOD2/NF-kB: 16%; Siah-1 displacement: 2%; M1AAP inhibition: 1%; Lipid droplet cells 6.5 µM: 708

Results for CCCSC1=C(C#N)C(c2cccs2)CC(=O)N1 (stereo unspecified) ?
LYP inhibition: -5%; P. falciparum M17LAP: 3%; Lipid droplet: 0; AID2073: -30%; HEK293 NOD2/NF-kB: 13%; Siah-1 displacement: -4%; M1AAP inhibition: -1%; Lipid droplet cells 6.5 µM: 779

Results for COc1ccc(CC(=O)NNC(=O)c2cnccn2)cc1 ?
LYP inhibition: -7%; P. falciparum M17LAP: -1%; XIAP displacement: -3.7%; ER stress rescue: -0.8%; Lipid droplet: 0; AID2073: -14%; HEK293 NOD2/NF-kB: 10%; Siah-1 displacement: -6%; M1AAP inhibition: -3%; Lipid droplet cells 6.5 µM: 677

What do the screens show for `O=C(c1cc(-c2ccccn2)nc2ccc(Br)cc12)N1CCc2ccccc2C1`?
LYP inhibition: 3%; P. falciparum M17LAP: 12%; XIAP displacement: -1.2%; ER stress rescue: -0.1%; Lipid droplet: -5; AID2073: inconclusive; HEK293 NOD2/NF-kB: 2%; Siah-1 displacement: -2%; M1AAP inhibition: 3%; Lipid droplet cells 6.5 µM: 619

How did O=S(=O)(c1ccc(F)cc1)N1CCN(c2ccc(-c3ccccc3)nn2)CC1 do in these assays?
LYP inhibition: -6%; P. falciparum M17LAP: 6%; XIAP displacement: -4.0%; ER stress rescue: -3.3%; Lipid droplet: -3; AID2073: 42%; HEK293 NOD2/NF-kB: 5%; Siah-1 displacement: 24%; M1AAP inhibition: 0%; Lipid droplet cells 6.5 µM: 711

What do the screens show for `Clc1cnc(Nc2cccnc2)c(Cl)c1`?
LYP inhibition: -5%; Lipid droplet: 10; AID2073: 9%; HEK293 NOD2/NF-kB: -11%; Siah-1 displacement: 2%; Lipid droplet cells 6.5 µM: 782

How did CCc1nnc(NC(=O)C2CCCN(S(=O)(=O)c3ccc(OC)cc3)C2)s1 (stereo unspecified) do in these assays?
LYP inhibition: -4%; P. falciparum M17LAP: 9%; XIAP displacement: -3.8%; ER stress rescue: -0.3%; Lipid droplet: 2; AID2073: -7%; HEK293 NOD2/NF-kB: -11%; Siah-1 displacement: 0%; M1AAP inhibition: 9%; Lipid droplet cells 6.5 µM: 670

What do the screens show for `O=C(CCc1ccccc1)NNC(=O)c1cc(Cl)ccc1O`?
LYP inhibition: -4%; Lipid droplet: 0; AID2073: 18%; HEK293 NOD2/NF-kB: 10%; Siah-1 displacement: -2%; Lipid droplet cells 6.5 µM: 822

How did COc1ccccc1C(=O)NC(=S)Nc1ccc(NC(=O)c2ccco2)cc1 do in these assays?
LYP inhibition: -9%; P. falciparum M17LAP: 1%; XIAP displacement: -4.6%; ER stress rescue: 9.6%; Lipid droplet: 1; AID2073: 18%; HEK293 NOD2/NF-kB: 22%; Siah-1 displacement: -6%; M1AAP inhibition: 1%; Lipid droplet cells 6.5 µM: 755

Results for C#CCSc1nnc(-c2ccccc2)c(=O)[nH]1 ?
LYP inhibition: -3%; P. falciparum M17LAP: 8%; XIAP displacement: -5.5%; ER stress rescue: 0.4%; Lipid droplet: 0; AID2073: -1%; HEK293 NOD2/NF-kB: 2%; Siah-1 displacement: -1%; M1AAP inhibition: -4%; Lipid droplet cells 6.5 µM: 817

Results for O=[N+]([O-])c1ccc(C2CC(c3ccccc3)=Nc3ccccc3S2)cc1 (stereo unspecified) ?
LYP inhibition: 1%; P. falciparum M17LAP: 5%; Lipid droplet: 2; AID2073: -24%; HEK293 NOD2/NF-kB: 5%; Siah-1 displacement: -4%; M1AAP inhibition: 6%; Lipid droplet cells 6.5 µM: 719

How did CCO[C@H]1OC(C(=O)O)=C[C@@H](C2CCCCC2)[C@@H]1CCCO do in these assays?
LYP inhibition: -8%; P. falciparum M17LAP: -3%; XIAP displacement: -4.1%; ER stress rescue: 0.2%; Lipid droplet: 17; AID2073: 0%; HEK293 NOD2/NF-kB: 9%; Siah-1 displacement: 1%; M1AAP inhibition: 9%; Lipid droplet cells 6.5 µM: 748

Fetched by compound from the list above (two):
How did CCc1nnc(NC(=O)C2CCCN(S(=O)(=O)c3ccc(OC)cc3)C2)s1 (stereo unspecified) do in these assays?
LYP inhibition: -4%; P. falciparum M17LAP: 9%; XIAP displacement: -3.8%; ER stress rescue: -0.3%; Lipid droplet: 2; AID2073: -7%; HEK293 NOD2/NF-kB: -11%; Siah-1 displacement: 0%; M1AAP inhibition: 9%; Lipid droplet cells 6.5 µM: 670

Results for CCCSC1=C(C#N)C(c2cccs2)CC(=O)N1 (stereo unspecified) ?
LYP inhibition: -5%; P. falciparum M17LAP: 3%; Lipid droplet: 0; AID2073: -30%; HEK293 NOD2/NF-kB: 13%; Siah-1 displacement: -4%; M1AAP inhibition: -1%; Lipid droplet cells 6.5 µM: 779

Continuation.
Results for CN(NC(=O)C(C)(C)C)c1nc(-c2ccccc2)nnc1C(F)(F)F ?
LYP inhibition: -3%; P. falciparum M17LAP: -14%; XIAP displacement: -2.0%; ER stress rescue: -3.8%; Lipid droplet: -2; AID2073: 6%; HEK293 NOD2/NF-kB: -5%; Siah-1 displacement: 1%; M1AAP inhibition: 5%; Lipid droplet cells 6.5 µM: 780

What do the screens show for `COc1ccc(C(=O)CSc2nnnn2C)c(OC)c1`?
LYP inhibition: -5%; P. falciparum M17LAP: 8%; XIAP displacement: -4.0%; ER stress rescue: 2.0%; Lipid droplet: 4; AID2073: 7%; HEK293 NOD2/NF-kB: 3%; Siah-1 displacement: 1%; M1AAP inhibition: 0%; Lipid droplet cells 6.5 µM: 661

What do the screens show for `O=C(c1c(F)c(F)c(F)c(F)c1F)N1CCN(c2cccc(C(F)(F)F)c2)CC1`?
LYP inhibition: 9%; P. falciparum M17LAP: -2%; XIAP displacement: -7.2%; ER stress rescue: -1.1%; Lipid droplet: 0; AID2073: 2%; HEK293 NOD2/NF-kB: 0%; Siah-1 displacement: -3%; M1AAP inhibition: -3%; Lipid droplet cells 6.5 µM: 818

What do the screens show for `c1ccc(CN2CCOCCOCCOCCOCC2)cc1`?
LYP inhibition: -9%; P. falciparum M17LAP: -5%; Lipid droplet: 0; AID2073: -9%; HEK293 NOD2/NF-kB: -6%; Siah-1 displacement: -6%; M1AAP inhibition: 1%; Lipid droplet cells 6.5 µM: 730

How did COc1ccc(-c2csc(Nc3cc(C)ccn3)n2)cc1OC do in these assays?
LYP inhibition: -2%; Lipid droplet: 4; AID2073: 0%; HEK293 NOD2/NF-kB: -20%; Siah-1 displacement: 0%; Lipid droplet cells 6.5 µM: 826

What do the screens show for `O=C(O)CCC(=O)NCc1ccc(F)cc1`?
LYP inhibition: -3%; P. falciparum M17LAP: -2%; XIAP displacement: -4.9%; ER stress rescue: -0.4%; Lipid droplet: -7; AID2073: 2%; HEK293 NOD2/NF-kB: 6%; Siah-1 displacement: 0%; M1AAP inhibition: -5%; Lipid droplet cells 6.5 µM: 738

What do the screens show for `CC1CCN(c2nc3c(c(=O)[nH]c(=O)n3C)n2CC(C)CSc2nnnn2-c2ccccc2)CC1` (stereo unspecified)?
LYP inhibition: -6%; P. falciparum M17LAP: 17%; XIAP displacement: 0.9%; ER stress rescue: 1.9%; Lipid droplet: -14; AID2073: 0%; HEK293 NOD2/NF-kB: 14%; Siah-1 displacement: 10%; M1AAP inhibition: -1%; Lipid droplet cells 6.5 µM: 572

What do the screens show for `CCCn1c(SCC(=O)N(CC)CC)nnc1-c1ccncc1`?
LYP inhibition: -8%; P. falciparum M17LAP: 1%; XIAP displacement: -19%; ER stress rescue: -0.7%; Lipid droplet: 3; AID2073: -2%; HEK293 NOD2/NF-kB: -5%; Siah-1 displacement: 0%; M1AAP inhibition: -2%; Lipid droplet cells 6.5 µM: 763

What do the screens show for `Cc1ccc(SCCC(=O)OCC(=O)Nc2ccc(S(N)(=O)=O)cc2)cc1`?
LYP inhibition: -6%; P. falciparum M17LAP: -7%; Lipid droplet: 1; AID2073: 31%; HEK293 NOD2/NF-kB: 4%; Siah-1 displacement: -3%; M1AAP inhibition: 0%; Lipid droplet cells 6.5 µM: 694

Results for CCOC(=O)c1c(C)[nH]c(C(=O)CN2CC(C)OC(C)C2)c1C (stereo unspecified) ?
LYP inhibition: 2%; P. falciparum M17LAP: 3%; XIAP displacement: -5.4%; ER stress rescue: -0.6%; AID2073: -4%; HEK293 NOD2/NF-kB: 6%; Siah-1 displacement: -1%; M1AAP inhibition: -5%

Results for O=C(O)c1ccc(S(=O)(=O)N2CCOCC2)o1 ?
LYP inhibition: -12%; Lipid droplet: -3; AID2073: 2%; HEK293 NOD2/NF-kB: -236%; Siah-1 displacement: -2%; Lipid droplet cells 6.5 µM: 795

What do the screens show for `Cc1cccc(OCc2nnc(SCC(=O)NC3CCCCC3)n2C)c1`?
LYP inhibition: 0%; Lipid droplet: 7; AID2073: -3%; HEK293 NOD2/NF-kB: 2%; Siah-1 displacement: 2%; Lipid droplet cells 6.5 µM: 840

What do the screens show for `O=C(NCc1cnn(-c2ccccc2)c1)C1CCC(=O)N(C2CC2)C1` (stereo unspecified)?
LYP inhibition: -2%; Lipid droplet: 15; AID2073: 6%; HEK293 NOD2/NF-kB: -6%; Siah-1 displacement: -2%; Lipid droplet cells 6.5 µM: 702
